697 NFkB inh: inhibitors of the PMA/ionomycin-induced NF-kB reporter in 697 B cells. inhibition, % at 4 µM. 330,000 compounds, 0.33% hits. AID 435022. 697 B-cell NF-kB luciferase reporter, 16 h; in the data active means inhibition above about 35%
TIM10 inh: inhibits growth of TIM10 yeast strain. S. cerevisiae TIM10 strain growth, BacTiter-Glo luminescence, 24 h. inhibition, % at 10 µM. 330,000 compounds, 1.4% hits. AID 463195;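 active means inhibition of 40% or more at the single tested concentration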;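 further: wild-type TIM10 isogenic control strain grown at permissive 25 °C; 0% = DMSO yeast wells and 100% = minimal medium wells without yeast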
Mdm2 MdmX PPI: inhibitors of human Mdm2/MdmX interaction. O15151+Q00987. SaOS-2 split-luciferase Mdm2/MdmX complementation, luminescence. inhibition, % at 8 µM. 330,000 compounds, 3% hits;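 active means inhibition of at least 50% at 8 µM in the primary screen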
Target sequence (O15151 whole entry, looked up): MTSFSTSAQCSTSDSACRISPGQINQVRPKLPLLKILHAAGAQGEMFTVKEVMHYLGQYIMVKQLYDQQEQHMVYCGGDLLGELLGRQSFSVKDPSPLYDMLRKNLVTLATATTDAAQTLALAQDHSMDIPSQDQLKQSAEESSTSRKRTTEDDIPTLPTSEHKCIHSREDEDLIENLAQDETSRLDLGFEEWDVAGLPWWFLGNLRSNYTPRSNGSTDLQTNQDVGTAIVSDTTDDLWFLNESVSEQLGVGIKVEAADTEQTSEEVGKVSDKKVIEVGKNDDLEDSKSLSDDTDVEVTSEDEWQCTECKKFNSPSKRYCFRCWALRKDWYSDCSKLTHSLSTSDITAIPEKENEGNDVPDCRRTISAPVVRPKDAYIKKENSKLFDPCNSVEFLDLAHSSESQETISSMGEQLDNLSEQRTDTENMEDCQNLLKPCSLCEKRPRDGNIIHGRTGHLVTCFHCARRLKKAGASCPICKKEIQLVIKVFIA
Target sequence (Q00987 whole entry, looked up): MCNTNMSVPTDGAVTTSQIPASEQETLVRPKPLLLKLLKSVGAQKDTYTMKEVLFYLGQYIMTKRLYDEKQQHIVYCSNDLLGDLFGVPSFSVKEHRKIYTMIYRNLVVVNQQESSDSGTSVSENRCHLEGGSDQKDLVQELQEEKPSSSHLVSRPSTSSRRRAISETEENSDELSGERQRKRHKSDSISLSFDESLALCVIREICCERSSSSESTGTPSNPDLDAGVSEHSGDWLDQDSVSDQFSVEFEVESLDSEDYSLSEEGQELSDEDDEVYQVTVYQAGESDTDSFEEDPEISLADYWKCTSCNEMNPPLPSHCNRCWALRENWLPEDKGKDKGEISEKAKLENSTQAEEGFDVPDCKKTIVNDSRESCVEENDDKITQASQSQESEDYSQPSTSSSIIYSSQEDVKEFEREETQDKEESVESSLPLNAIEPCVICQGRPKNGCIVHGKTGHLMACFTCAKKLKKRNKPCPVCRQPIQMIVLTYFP
XBP1 UPR activ: adaptive UPR (XBP1) activation. 330,000 compounds, 0.33% hits. activation, % at 20 µM. CHO-XBP1 luciferase reporter, IRE1-XBP1 UPR activation, luminescence; percent of tunicamycin response, DMSO as zero;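 active means versus positive control, 20 µM dose yields 30% or more activation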;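 further: 100% = tunicamycin at 10 µg/mL and 0% = DMSO only wells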
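Signal: luciferase luminescence; Assay system: CHO-XBP1 luciferase reporter cells; Amount: one thousand reporter cells per well; Dosing: 20 µM single concentration, DMSO 1%; Benchmarks: high control tunicamycin 10 µg/mL final, low control DMSO vehicle only; Schedule: 6 h compound exposure at 37 °C, 5% CO2; Evaluation: percent activation relative to tunicamycin reference.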
Jurkat NFkB inh: inhibitors of the PMA/ionomycin-induced NF-kB reporter in Jurkat cells | PMA/ionomycin-induced NF-kB luciferase reporter, luminescence | inhibition, % at 4 µM | 330,000 compounds, 0.53% hits | AID 435003; in the data active means inhibition above about 50%
UPR CHOP act: apoptotic UPR (CHOP) activation; activation, % at 10 µM; AID 449763; CHO-CHOP luciferase reporter, luminescence; percent of tunicamycin response over DMSO baseline; 330,000 compounds, 0.34% hits;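 active means at 10 µM dose, activation of 40% or more, normalized to positive control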;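 further: 100% = tunicamycin at 10 µg/mL and 0% = DMSO alone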
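Assay system: CHO cells with stable CHOP pathway luciferase reporter; Buffer or medium: F12 plus 10% serum; Times: 16-18 h cell attachment, then 6 h compound exposure, 37 °C; Signal: luciferase luminescence; Read-out basis: percent activation relative to tunicamycin control; Control set: tunicamycin high control, DMSO low control.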
tim10-1 inh: inhibits growth of tim10-1 mutant yeast. 330,000 compounds, 2.2% hits. S. cerevisiae tim10-1 ts strain growth, BacTiter-Glo, 24 h. inhibition, % at 20 µM;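 active means inhibition of at least 40%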;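 further: mutant grown at 25 °C; 0% = DMSO wells with yeast and 100% = wells holding no yeast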
tim23-1 inh: tim23-1 yeast growth inhibition | S. cerevisiae tim23-1 growth, BacTiter-Glo luminescence, 24 h | inhibition, % at 20 µM | 330,000 compounds, 1.3% hits | AID 463212;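 active means growth inhibition of the mutant yeast at or above 50%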;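 further: temperature-sensitive mutant grown at 25 °C; plate controls were DMSO-treated mutant yeast for no effect and medium wells lacking yeast for full effect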
* = called active by the depositor.

SMILES	697 NFkB inh	TIM10 inh	Mdm2 MdmX PPI	XBP1 UPR activ	Jurkat NFkB inh	UPR CHOP act	tim10-1 inh	tim23-1 inh
O=C(Nc1ccccc1N1CCCC1)c1cc(=O)[nH]c2ccccc12	-8	20	13	-1	17	-0.3	19	17
COc1cccc(-c2cc(C(=O)N3CCN(Cc4ccc5c(c4)OCO5)CC3)on2)c1	16	7	-10	-1	23	2.1	34	30
CCOc1cccc(NC(=O)C2CC(=O)NC(=Nc3ccccc3)S2)c1 (stereo unspecified)	-17	-2	13	0	-4	0.1	-6	13
CCCCCc1nc(N)c(C#N)c(-c2ccco2)c1CCCC	-20	11	10	0	-15	-0.1	23	3
O=C(NC(=S)NCC1CCCO1)c1ccc(Br)o1 (stereo unspecified)	-21	7	-16	1	-4	6.3	9	4
CCn1c2ccccc2c2cc(NC(=O)COc3ccc(OC)cc3)ccc21	6	-12	6	1	-6	0.2	-8	-11
CCCCCCN(C(=O)CCCCCN1C(=O)NC(c2ccc(-c3ccccc3)cc2)C(C(=O)OCc2ccccc2)=C1C)C(C(=O)NCCCC)c1ccc(-c2ccccc2)cc1 (stereo unspecified)	26	1	9	-1	19	-0.5	-9	3
COc1ccccc1NC(=O)N1CCCC1C(=O)NCc1ccc2c(c1)OCO2 (stereo unspecified)	20	-10	0	0	-9	2.6	7	-4
COCCCNC(c1ccccc1)c1ccncc1 (stereo unspecified)	-33	4	3	0	-7	-0.6	16	5
CCOC(=O)N1CCC(n2c(SCC(=O)NCCc3ccc(S(N)(=O)=O)cc3)nc3ccccc3c2=O)CC1	16	-1	6	4	19	-1.4	16	7
O=C(Cc1ccccc1)Nc1nnc(-c2cccs2)s1	-29	10	-28	6	-36	2.8	26	0
CC(=O)NC(C)CCc1ccccc1 (stereo unspecified)	6	2	-16	3	-9	-0.7	-21	-4
COc1ccc(S(=O)(=O)NCc2csc(-c3cccnc3)n2)cc1	5	-1	10	0	-1	-1.0	14	7
CC(C)(CNS(C)(=O)=O)SCc1ccc(Cl)cc1	-3	4	0	-2	-3	-0.8	34	16
O=C(NCc1n[nH]c(=S)n1-c1ccccc1)c1ccco1	5	-6	-2	-2	-1	2.5	8	12
COc1ccc(/C=C(\C#N)C(=O)ONC2=NCCCCC2)cc1	12	49*	6	-6	-1	-0.2	48*	68*
Cc1cc(C)c2c(N)c(C(=O)NC3CC3)sc2n1	-8	3	5	7	-8	0.4	11	14
O=C(O)C(Oc1ccc2ccccc2c1)c1ccccc1 (stereo unspecified)	15	4	16	0	7	0.8	-16	97*
Cc1ccc(N(CC(=O)NCc2ccccc2)C(=O)c2csnn2)c(C)c1	14	-6	2	-3	18	1.3	5	2
CC(NC(=O)c1ccc(Br)cc1)c1ccc2c(c1)CCCC2 (stereo unspecified)	-12	-37	19	-1	2	3.0	1	-17
CC(=O)Nc1ccc(NC(=O)CSc2nc3ccccc3o2)cc1	-19	-15	-13	2	-24	2.2	14	7
O=C(CSc1nnc(CNC(=O)c2ccccc2)o1)Nc1ccc2c(c1)OCO2	4	5	0	-5	4	3.2	1	0
COc1cc2c(cc1C=O)OC(C)C2 (stereo unspecified)	3	1	27	2	-8	-2.4	-20	14
CC1(C)C(=O)Nc2ccccc2N1C(=O)COc1ccc(S(=O)(=O)N2CCOCC2)cc1Cl	2	-8	27	-4	8	1.2	4	8
Cc1ccc(-c2n[nH]c(=S)n2/N=C/c2cccn2C)cc1	10	6	-16	-2	-5	-3.0	36	9

Four compounds from above, reduced to tim10-1 inh and 697 NFkB inh.
SMILES,tim10-1 inh,697 NFkB inh
COc1ccc(S(=O)(=O)NCc2csc(-c3cccnc3)n2)cc1,14,5
CC(C)(CNS(C)(=O)=O)SCc1ccc(Cl)cc1,34,-3
O=C(NCc1n[nH]c(=S)n1-c1ccccc1)c1ccco1,8,5
COc1ccc(/C=C(\C#N)C(=O)ONC2=NCCCCC2)cc1,48*,12

(further entries)
SMILES	697 NFkB inh	TIM10 inh	Mdm2 MdmX PPI	XBP1 UPR activ	Jurkat NFkB inh	UPR CHOP act	tim10-1 inh	tim23-1 inh
COc1ccc(CC(=O)N2CCN(c3ccccc3OC)CC2)cc1	-1	9	-8	-3	5	0.3	18	14
Cc1cc(C(=O)N(C)C2CCCCC2)no1	4	5	17	-1	-3	3.5	11	17
Cn1cccc1C(=O)NCc1ccc(S(N)(=O)=O)cc1	20	4	25	-5	3	-1.8	-14	-1
O=C1C(=O)N(CCCN2CCOCC2)C(c2ccc(Cl)cc2)/C1=C(\O)c1ccc2c(c1)OCCO2 (stereo unspecified)	11	-11	0	1	7	0.8	5	0
CCN(CC)CCN(Cc1cc2ccc(C)cc2[nH]c1=O)C(=O)NC1CCCCC1	-1	-15	23	2	-4	1.5	3	-7
CC(C)c1ccc(CNC(=O)C(=O)NCC2CCCO2)cc1 (stereo unspecified)	-16	0	-19	-2	-2	-1.3	-8	3
C=CCn1c(COc2cccc3ccc(C)nc23)nnc1SCC(N)=O	11	-7	19	0	-3	-0.7	7	12
CC(Cc1nnc(N)s1)c1ccccc1 (stereo unspecified)	-24	6	12	1	-1	1.7	-4	7
OCCCNc1nc(-c2ccccc2)nc2c1oc1ccccc12	12	12	15	1	6	-0.3	12	20
CS(=O)(=O)N(Cc1ccc(Cl)cc1)c1ccc(C(=O)N2CCN(c3ccccc3)CC2)cc1	-40	22	21	2	21	-0.6	37	28
CCn1c(CN2CCN(C(c3ccccc3)c3ccccc3)CC2)nc2c1c(=O)n(C)c(=O)n2C	-20	-9	18	0	-1	-0.2	11	15
O=C1c2ccsc2SCCN1Cc1ccc(Cl)cc1	20	-2	29	0	4	-1.0	10	35
COc1ccc(C)cc1NC(=O)CSc1nnc(COc2ccccc2)n1Cc1ccco1	-8	-8	6	0	16	1.1	23	17
Cc1nnc(SC(=O)N2c3ccccc3Sc3ccccc32)s1	-93	18	97*	-2	13	12	22	46
O=S(=O)(c1ccc(N2CCOCC2)nc1)N(Cc1ccccn1)Cc1ccccn1	-1	-3	20	-4	19	0.8	2	-1
CCc1ccc2c(c1)cc(CN(C(=S)Nc1ccccc1)C1CC1)c1nnnn12	-10	-14	27	-1	4	-0.9	6	2
O=C1Nc2ccccc2N=C(c2ccccc2)c2ccccc21	-26	-10	-3	-2	-8	3.3	-3	11
O=C(O)Cc1ccc(Nc2cnn(C34CC5CC(CC(CC(=O)O)(C5)C3)C4)c(=O)c2Cl)cc1	-2	-5	5	-1	4	-1.0	-13	4
O=C1CCN(CCc2ccccc2)CCN1[C@H](CO)Cc1ccccc1	2	6	7	2	-1	-2.1	2	11
Cc1ccc(CNC(=O)c2ccc(CS(=O)(=O)c3ccccc3)o2)cc1	-10	-2	9	-6	24	0.9	24	15
COc1ccc(C(=O)N/N=C(\C)CC(=O)Nc2ccc3ccccc3c2)c(OC)c1	-19	8	6	-3	-8	1.9	10	13
O=C(c1cccc(F)c1F)N1CCCc2ccccc21	-2	-4	25	-5	-23	0.8	-1	-3
CC1(C)CC(=O)C2=C(C1)C(c1cn(-c3ccccc3)nc1-c1ccccc1)C(C#N)=C(N)O2 (stereo unspecified)	4	0	22	-4	-11	6.5	34	24
CN(Cc1nccs1)C(=O)C1CCC(=O)N(CCc2cccc(F)c2)C1 (stereo unspecified)	-12	-5	1	-2	-4	2.6	-12	-15
COc1ccc(OC)c(C(c2nnnn2C2CCCC2)N2CCc3ccccc3C2)c1 (stereo unspecified)	4	36	13	0	10	3.9	42*	52*
Other results follow.
SMILES	697 NFkB inh	TIM10 inh	Mdm2 MdmX PPI	XBP1 UPR activ	Jurkat NFkB inh	UPR CHOP act	tim10-1 inh	tim23-1 inh
Cc1c(Br)c([N+](=O)[O-])nn1CC(=O)Nc1ccccn1	-16	-14	-13	-1	1	0.6	7	13
CCOC(=O)CN(C(=O)COc1nc(C)cc(C)c1C#N)c1cccc(Cl)c1	0	28	-10	-1	-5	0.6	16	27
CCOC(=O)C1=NNC2(c3ccc(C)cc3)C(=O)N(c3ccccc3)C(=O)C12 (stereo unspecified)	8	-1	5	-3	-12	-0.1	17	19
COc1ccc(C)cc1S(=O)(=O)N(C)CC(=O)NCc1ccncc1	10	-21	26	0	18	4.7	-6	0
COc1ccc2nc(NC(=O)CSc3nnnn3C3CCCCC3)sc2c1	20	35	7	0	5	-0.5	6	40
CCN(C(=O)COc1ccccc1)c1nnc(-c2cccnc2)s1	2	27	-30	-2	-8	1.3	19	32
C=CCNCCOc1ccc(C(C)(C)c2ccccc2)cc1	4	8	-6	0	-3	1.6	-4	-5
O=C(NNC(=O)C1COc2ccccc2O1)c1cccc([N+](=O)[O-])c1 (stereo unspecified)	4	3	10	-2	-7	-0.9	-1	15
CCOC(=O)c1cccc(NC(=O)CN(c2ccc(C)cc2)S(=O)(=O)c2c(C)n[nH]c2C)c1	-15	-1	-6	-3	-1	-2.1	23	-6

Whole records as entered above. Order of values: 697 NFkB inh, TIM10 inh, Mdm2 MdmX PPI, XBP1 UPR activ, Jurkat NFkB inh, UPR CHOP act, tim10-1 inh, tim23-1 inh
Cc1c(Br)c([N+](=O)[O-])nn1CC(=O)Nc1ccccn1 across the screens: -16, -14, -13, -1, 1, 0.6, 7, 13
CCOC(=O)C1=NNC2(c3ccc(C)cc3)C(=O)N(c3ccccc3)C(=O)C12 (stereo unspecified) across the screens: 8, -1, 5, -3, -12, -0.1, 17, 19
CCN(C(=O)COc1ccccc1)c1nnc(-c2cccnc2)s1 across the screens: 2, 27, -30, -2, -8, 1.3, 19, 32
O=C(NNC(=O)C1COc2ccccc2O1)c1cccc([N+](=O)[O-])c1 (stereo unspecified) across the screens: 4, 3, 10, -2, -7, -0.9, -1, 15
CCOC(=O)CN(C(=O)COc1nc(C)cc(C)c1C#N)c1cccc(Cl)c1 across the screens: 0, 28, -10, -1, -5, 0.6, 16, 27

Copied from the list:
COc1ccc(C(=O)N/N=C(\C)CC(=O)Nc2ccc3ccccc3c2)c(OC)c1 in 697 NFkB inh = -19
COc1ccc(C)cc1NC(=O)CSc1nnc(COc2ccccc2)n1Cc1ccco1 in tim23-1 inh = 17
CCn1c2ccccc2c2cc(NC(=O)COc3ccc(OC)cc3)ccc21 in Mdm2 MdmX PPI = 6
CC(Cc1nnc(N)s1)c1ccccc1 (stereo unspecified) in XBP1 UPR activ = 1
CC1(C)CC(=O)C2=C(C1)C(c1cn(-c3ccccc3)nc1-c1ccccc1)C(C#N)=C(N)O2 (stereo unspecified) in Jurkat NFkB inh = -11
O=C(O)C(Oc1ccc2ccccc2c1)c1ccccc1 (stereo unspecified) in XBP1 UPR activ = 0
CCN(C(=O)COc1ccccc1)c1nnc(-c2cccnc2)s1 in TIM10 inh = 27
